Screening results as filed in PubChem BioAssay.
FBW7 activator – activators of human E3 ligase FBW7; Q969H0; AlphaScreen FBW7–phospho-cyclin E peptide binding, activator screen; normalized activity (activation), % at 26.1 µM; 0.13% of 650,000 active; in the data active = normalized activity above about 1.9%;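 also: purified mutant Fbw7 with reduced substrate affinity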
TEAD-YAP inh – TEAD-YAP interaction inhibition; HEK-TIYL cells, TEAD-Gal4/YAP UAS-luciferase luminescence; inhibition, % at 9.12 µM; 1.4% of 640,000 active; in the data active = inhibition above about 32%;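 also: 0% = median of test compound wells and 100% = reference inhibitor wells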
GPR151 ag – activators of human GPR151 | PathHunter beta-arrestin GPR151 cells, luminescence | activation, % at 11.2 µM | 1% of 650,000 active | AID 1508602; in the data active = activation above about 4.9%;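 also: 0% = median of compound wells and 100% = cells with positive control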
Target sequence (Q8TDV0 whole entry, looked up): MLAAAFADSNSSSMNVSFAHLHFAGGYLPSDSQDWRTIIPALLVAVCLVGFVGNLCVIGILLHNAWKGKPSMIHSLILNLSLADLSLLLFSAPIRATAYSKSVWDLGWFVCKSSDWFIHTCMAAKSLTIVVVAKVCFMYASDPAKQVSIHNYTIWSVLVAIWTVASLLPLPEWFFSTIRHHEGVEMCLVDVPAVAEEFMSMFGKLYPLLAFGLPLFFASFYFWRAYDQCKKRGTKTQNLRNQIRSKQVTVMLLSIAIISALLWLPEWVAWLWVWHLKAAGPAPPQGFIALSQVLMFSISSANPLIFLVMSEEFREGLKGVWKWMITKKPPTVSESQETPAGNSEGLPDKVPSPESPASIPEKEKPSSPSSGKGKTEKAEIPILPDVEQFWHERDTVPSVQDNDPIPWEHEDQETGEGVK
MITF inh – inhibitors of human MITF. AlphaScreen MITF homodimerization, bead proximity signal. inhibition, % at 2.6 µM. O75030. 0.91% of 650,000 active; in the data active = inhibition above about 50%;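 also: 0% = vehicle wells with protein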
Target sequence (O75030 whole entry, looked up): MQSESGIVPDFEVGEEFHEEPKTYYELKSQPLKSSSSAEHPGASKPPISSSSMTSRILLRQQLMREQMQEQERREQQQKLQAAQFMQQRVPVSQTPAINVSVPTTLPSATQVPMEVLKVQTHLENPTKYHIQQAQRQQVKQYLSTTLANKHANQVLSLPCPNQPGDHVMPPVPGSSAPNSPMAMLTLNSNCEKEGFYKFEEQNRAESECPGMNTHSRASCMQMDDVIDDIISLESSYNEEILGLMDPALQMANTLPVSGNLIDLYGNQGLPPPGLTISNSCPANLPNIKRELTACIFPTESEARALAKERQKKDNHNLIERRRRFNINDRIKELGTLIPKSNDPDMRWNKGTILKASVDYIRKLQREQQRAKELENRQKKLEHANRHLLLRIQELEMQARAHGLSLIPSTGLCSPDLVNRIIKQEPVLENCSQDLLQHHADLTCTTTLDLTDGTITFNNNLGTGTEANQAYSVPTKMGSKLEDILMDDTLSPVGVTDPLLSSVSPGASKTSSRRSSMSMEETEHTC
Active calls of the source: *. This is a random part of the collection, and some 3.4% of all compounds hit somewhere here.

No.	structure	TEAD-YAP inh	FBW7 activator	GPR151 ag	MITF inh
1	CN1CCN(S(=O)(=O)c2cccc3c(S(=O)(=O)N4CCN(C)CC4)cccc23)CC1	10	-0.2	0.9	1
2	Cn1c(/N=C/c2ccccc2[N+](=O)[O-])nc2ccccc21	-14	0.6	0.6	26
3	CC(C)(C)NC(=O)c1ccccc1NS(=O)(=O)c1ccccc1	-6	0.0	4.2	-2
4	CCOC(=O)c1[nH]c2ccc(OC)cc2c1NC(=S)N1CCCC1	-1	0.0	0.2	3
5	CCC(C)(C)NC(=O)C(c1ccncc1)N(C(=O)c1csnn1)c1cccc(C)c1 (centres undefined)	8	0.2	-0.6	8
6	COc1ccc(/C=C/C(=O)c2ccc(O)cc2)cc1CN1CCOCC1	12	0.1	1.3	3
7	COc1cc(NC(=O)CCCn2cnc([N+](=O)[O-])n2)c(OC)cc1Cl	1	0.0	-1.5	-2
8	CCCCNC(=O)c1nccnc1C(=O)O	6	0.0	3.0	5
9	CCOCCSc1nc2sc3c(c2c(=O)n1-c1ccccc1)CCCC3	0	0.0	-1.6	8
10	COc1ccccc1C1CC(=O)N2CN(Cc3ccccc3)CSC2=C1C#N (centres undefined)	-2	-0.2	-0.4	1
11	Cc1ccc(Cl)cc1NS(=O)(=O)c1cc2c3c(c1)CC(=O)N3CCC2	0	1.0	-1.2	13
12	Cc1ccc2c(c1)C1C=CCC1C(c1cccc([N+](=O)[O-])c1)N2 (centres undefined)	16	-0.1	-1.1	9
13	N=C1C(c2ccccc2)=C(O)CN1c1ccc(S(=O)(=O)NCc2ccco2)cc1	-5	-0.1	-0.3	-4
14	Cc1ccc(CNC(=O)CCC2CCCN(C3CCOCC3)C2)o1 (centres undefined)	7	0.0	0.8	0
15	Cc1ccccc1Cn1c(SCC#N)nc2c1c(=O)n(C)c(=O)n2C	-8	0.0	0.2	6
16	COc1cccc(-n2nc(C(=O)O)c3ccccc3c2=O)c1	-1	0.1	-0.4	5
17	O=C1C(Cl)=C(NCCc2ccccc2)C(=O)c2ccccc21	-30	-0.2	-1.8	33
18	CCn1c(Sc2c(-c3ccccc3)c3ccc(Cl)cc3[nH]c2=O)nnc1-c1nn(C)cc1N	-2	0.1	3.0	4
19	Cc1ccccc1NC(=O)CSc1ncnc2c1nnn2Cc1ccccc1F	-3	-0.1	-1.2	-4
20	CC(C)N(C(=O)COC(=O)[C@H](C)NC(N)=O)c1ccccc1	15	0.1	-0.2	6
21	Cc1ccc(C)c(S(=O)(=O)N2CCCC2CNC(=O)C(=O)Nc2ccccc2Cl)c1 (centres undefined)	4	1.0	0.5	13
22	O=C(CN1C(=O)NC2(CCN(Cc3ccccc3)CC2)C1=O)Nc1ccccc1F	5	0.0	-0.1	2
23	O=C1N[C@@H](Cc2ccc(Cl)cc2)C(=O)N2CCN(C(=O)c3cccc4ccccc34)C[C@H]12	-3	-0.1	0.4	9
24	Cc1ccc(C)c(SCC(=O)Nc2ccc3[nH]c(=O)[nH]c3c2)c1	9	-0.1	0.5	-2
25	Cc1ccnc(N/C=C(\C#N)c2nc(-c3cccc(Br)c3)cs2)c1	7	-0.1	1.7	-6
26	CC1CN(C(=O)c2cccs2)CCN1C(=O)c1cccs1 (centres undefined)	-2	0.1	-0.7	10
27	O=C(/C=N\O)NCCN1CCCCCC1	-6	0.0	-0.3	6
28	Cc1cccc(Nc2nc(Cc3ccccc3)nc3sc(C)c(C)c23)c1	-4	0.0	0.8	0
29	CCOc1ccccc1NC(=O)N1CCCC1C(=O)NC(C)C (centres undefined)	13	0.2	-0.1	-3
30	Cc1ccc(C)c(NC(=O)C2CCCN(S(=O)(=O)c3ccc4[nH]c(=O)ccc4c3)C2)c1 (centres undefined)	10	0.2	0.8	4
31	COC(=O)COc1cccc(C2Nc3ccccc3S(=O)(=O)N2Cc2ccccc2)c1 (centres undefined)	-5	0.0	1.0	7
32	COc1ccc(Nc2nc(-c3ccc(OC)cc3)c(CCC(=O)NN)s2)cc1	-8	0.4	-0.6	17
33	CC1CCCC(C)N1C(=O)Cn1nc(-c2ccncc2)oc1=O (centres undefined)	3	0.1	0.2	3
34	COc1cccc(C2(NC(=O)CCn3ccnc3-c3ccccc3)CCCC2)c1	1	-0.1	-0.8	-11
35	c1ccc(Nc2cc(-c3ccnc(Nc4ccc(N5CCOCC5)cc4)c3)[nH]n2)cc1	-7	-0.2	-0.2	-13
36	OCCNc1ccnc(-c2ccccc2)n1	-9	0.2	-1.6	12
37	CC(C)CN(C(=O)CCC(=O)O)c1c(N)n(CC(C)C)c(=O)[nH]c1=O	4	0.0	0.4	9
38	CCOc1ccc(/C=C2/C(=N)N3OC(C)=CC3=NC2=O)cc1	10	0.1	-0.1	2
39	CCN1CCN(C(CC(C)C)c2nnnn2C2CCCC2)CC1 (centres undefined)	-4	-0.3	-0.4	-5
40	COc1cccc(CN2CCNC(=O)C2CC(=O)NCCN2CCCc3ccccc32)c1 (centres undefined)	-16	-0.1	-0.7	1
41	Cn1c(SCCO)nc2c(c1=O)C1(CCCCC1)Cc1ccccc1-2	4	0.1	-0.6	7
42	COc1cccc(C(=O)Cc2ccccc2O)c1	-1	0.0	3.3	0
43	CC(=O)Nc1ccc(CN2CCOc3ccc(C(C)(O)CN(C)C)cc3C2)s1 (centres undefined)	10	0.1	-0.2	5
44	C=CCN=c1scc(-c2ccc(O)c(C(N)=O)c2)n1/N=C/c1ccc([N+](=O)[O-])o1	6	-0.2	-0.5	4
45	O=C(O)C1CC(O)CN1S(=O)(=O)c1ccc(F)cc1 (centres undefined)	-3	0.2	-0.8	-12
46	Cc1ccc(C)n1-c1cccc(C(=O)O)c1	5	-2.0	-0.3	-11
47	Cn1cc(CN2CCN(c3cnccn3)CC2)c(-c2cccc(Cl)c2)n1	-6	-0.2	-1.6	0
48	C=CCn1c(SCC(=O)Nc2ccc(Br)cc2)nnc1-c1ccc(OC)cc1	2	-0.1	0.7	-4
49	C=CCOc1ccc(/C(O)=C2\C(=O)C(=O)N(CCCN(C)C)C2c2cccc(Oc3ccccc3)c2)cc1C (centres undefined)	1	-0.1	-1.8	1
50	Cc1ccc(/C=N/NC(=O)Cc2ccc(Cl)cc2)o1	-4	-0.2	-0.8	2
51	O=C(NC(Cc1ccccc1)C(=O)N1CCCC1C(=O)O)c1ccccc1 (centres undefined)	-7	0.0	-0.1	-3
52	CC12CCC(C(=O)N3CCCc4ccccc43)(C(=O)C1=O)C2(C)C (centres undefined)	-1	-0.1	1.1	3
53	C=CCNC(=O)/C(C#N)=C/c1cccc(F)c1	4	0.0	-0.6	-5
54	CC(C)OCCCNC(=O)c1ccc(F)cc1	-23	0.1	-0.3	-7
55	COc1ccc(C(=O)Nc2ccc(Cl)c(-c3nc4ccc(C)cc4o3)c2)cc1	0	0.0	1.0	-4
56	CCN=C(Nc1cc(-c2ccccc2)[nH]n1)SC	-81	0.1	-1.5	4
57	Cc1ncoc1C(=O)N1CCCC(CNC(=O)c2ccc(-c3ccccc3)cc2)C1 (centres undefined)	0	-0.1	0.2	-5
58	NC(=O)CSc1nnc(Cc2cccs2)n1-c1ccc(Cl)cc1	-6	-0.7	1.7	-5
59	c1ccc2c(c1)nc(Nc1ccc3c(c1)OCCO3)c1nnnn12	-14	0.1	0.5	9
60	Cc1ccc(CNC(=O)c2cnn3c(C)c(Cc4ccc(F)cc4Cl)c(C)nc23)cc1	3	-0.1	1.5	-3

3 compounds out of the list, ordered by length of the SMILES, descending.
No.	structure	TEAD-YAP inh	FBW7 activator	GPR151 ag	MITF inh
52	CC12CCC(C(=O)N3CCCc4ccccc43)(C(=O)C1=O)C2(C)C (centres undefined)	-1	-0.1	1.1	3
53	C=CCNC(=O)/C(C#N)=C/c1cccc(F)c1	4	0.0	-0.6	-5
54	CC(C)OCCCNC(=O)c1ccc(F)cc1	-23	0.1	-0.3	-7

Next section.
No.	structure	TEAD-YAP inh	FBW7 activator	GPR151 ag	MITF inh
61	Cc1ccccc1C(=O)O/N=C(\N)c1ccncc1	-24	-0.2	-4.5	-2
62	COc1ccccc1-c1cnn2c(N3CCN(c4ccccn4)CC3)ccnc12	-1	0.3	-0.3	12
63	Cc1ccccc1C1(CC(=O)N2CCOCC2)CC(=O)N(Cc2ccncc2)C1=O (centres undefined)	3	-0.1	0.2	9
64	CCCn1c(CN2CC(C)OC(C)C2)nc2c1c(=O)n(C)c(=O)n2C (centres undefined)	-5	-0.1	1.1	-2
65	COc1ccccc1-c1cc(C(F)(F)F)nc(SC2CC(=O)C3OCC2O3)n1 (centres undefined)	-10	0.0	-1.3	-10
66	CCOC(=O)c1[nH]c(C)c(C(=O)NC2CCC(C)CC2)c1C (centres undefined)	-9	-0.2	-0.4	-3
67	Cc1nc(-c2cncc(-c3ccccc3)c2)cc(N2CCC3(CC2)OCCO3)n1	0	0.1	1.3	3
68	O=[N+]([O-])c1ccc(N2CCN(CCO)CC2)cc1Sc1cccc2cccnc12	-3	0.1	0.2	12
69	CCN1CCN(c2ncc(C(=O)Nc3ccccc3OC)c3ccccc23)CC1	3	-0.1	1.2	-9
70	CC(=O)Oc1ccc(-c2csc(Nc3cccc(C)n3)n2)cc1	-54	-0.1	-1.6	-2
71	Clc1nc(Cl)nc(NCCC2=CCCCC2)n1	0	0.2	-0.3	21
72	CC1Oc2ccccc2C2CC(c3ccccc3)=NN12 (centres undefined)	-18	0.0	0.4	1

Some of the entries so far, with values under each structure.
Value order – TEAD-YAP inh | FBW7 activator | GPR151 ag | MITF inh
63) Cc1ccccc1C1(CC(=O)N2CCOCC2)CC(=O)N(Cc2ccncc2)C1=O (centres undefined)
 : 3 | -0.1 | 0.2 | 9
72) CC1Oc2ccccc2C2CC(c3ccccc3)=NN12 (centres undefined)
 : -18 | 0.0 | 0.4 | 1
69) CCN1CCN(c2ncc(C(=O)Nc3ccccc3OC)c3ccccc23)CC1
 : 3 | -0.1 | 1.2 | -9
68) O=[N+]([O-])c1ccc(N2CCN(CCO)CC2)cc1Sc1cccc2cccnc12
 : -3 | 0.1 | 0.2 | 12
70) CC(=O)Oc1ccc(-c2csc(Nc3cccc(C)n3)n2)cc1
 : -54 | -0.1 | -1.6 | -2

Next part
No.	structure	TEAD-YAP inh	FBW7 activator	GPR151 ag	MITF inh
73	COC(=O)CCCNc1nc(CN2CCN(c3ccc(OC)cc3)CC2)nc2ccccc12	-12	-0.1	-0.2	-10
74	O=C(/C=C/c1cccc(I)c1)Oc1cccnc1	-7	0.0	1.5	-25
75	CCCn1c(=O)c2c(nc3n(CC)c(C)cn23)n(C)c1=O	4	-0.1	1.8	-11
76	Cc1nn(-c2nc3ccccc3[nH]2)c(N)c1N=Nc1ccc(S(N)(=O)=O)cc1	-6	0.0	-1.1	14
77	Nc1nc(-c2nc3ccccc3s2)cs1	17	0.5	-6.0	18
78	COCCNc1nc(-c2ccc3[nH]ccc3c2)ccc1C(=O)Nc1cccc(OC)c1	-17	0.3	0.1	14
79	Cc1cc(C)n(-c2nc(N3CCOCC3)nc(C)c2[N+](=O)[O-])n1	-8	-0.3	-0.4	-19
80	Cc1ccc(S(=O)(=O)Nc2ccc(C)c(Cl)c2)cc1	-6	0.0	-0.8	2
81	CC(=O)c1c(C)[nH]c(C(=O)NC2CCCCC2C)c1C (centres undefined)	-11	0.3	-2.4	20
82	COc1cc(/C=C2\Oc3c(ccc(O)c3CN3CCCC3)C2=O)cc(OC)c1OC	32*	-0.2	1.2	-1
83	CC1(C)COC(c2ccc(C(C)(C)C)cc2)=N1	-8	0.0	-0.5	-2
84	O=Cc1cc2ccccc2nc1N1CCOCC1	6	-0.1	-1.0	0
85	COc1ccc2cc(CCNS(=O)(=O)c3ccc(C)cc3)c(=O)[nH]c2c1	8	0.1	0.6	16
86	O=C1NCCN(Cc2cccc(Oc3ccccc3)c2)C1CC(=O)N1CCCCC1 (centres undefined)	-7	0.0	0.0	-10
87	COc1cc(/C=N/NC(=O)CNc2n[nH]c(=O)[nH]c2=O)cc([N+](=O)[O-])c1O	1	0.4	-0.4	15
88	COc1cccc(C(=O)COc2ccc(N3C(=O)C4C5CCC(C5)C4C3=O)cc2)c1 (centres undefined)	16	-0.1	0.7	-4
89	O=C1CCCc2oc3c(c21)CCCC3	-4	-0.1	-0.4	-6
90	CCOc1ncccc1C(=O)Nc1ccc(C)c(Cl)c1	7	0.2	-0.4	2
91	COc1cc(/C=C2\NC(=O)N(Cc3ccc(Cl)cc3)C2=O)ccc1OCc1cccc(C(=O)O)c1	-7	-0.3	3.3	4
92	O=C(O)c1cc(-c2ccccn2)nc2ccc(Br)cc12	15	0.1	0.0	-1
93	O=C(CSc1nnc(C2CCCCC2)o1)Nc1cccc(C(=O)O)c1	28	0.2	0.5	-2
94	COc1cc(C2C(C#N)=C3N=C(N)c4c(sc5c4CCCCC5)N3C3=C2C(=O)CCC3)ccc1OCc1ccccc1 (centres undefined)	4	-0.3	-0.6	1
95	Cc1ccc(-c2cccc3cnc(Nc4ccc(-n5cnc(C)n5)cc4)nc23)cn1	61*	0.6	-1.7	13
96	Cn1c(Nc2cccc(Cl)c2)cc(=O)n(C)c1=O	-2	-0.6	-0.1	2
97	O=C1N=C(N2CCCCC2)S/C1=C/c1cccc2ccccc12	-56	-0.1	0.1	-5
98	O=C(/C=C/c1ccco1)C1=C(O)c2ccccc2C1=O	-3	0.2	1.7	8
99	Cc1nc2ccc(C(=O)N3CCCC(c4c(S(C)(=O)=O)cnc5ncnn45)C3)cc2[nH]1 (centres undefined)	-5	0.0	0.6	-13
100	O=C(CC1Oc2ccccc2NC1=O)NCCN1CCOCC1 (centres undefined)	-7	0.0	3.2	-11
